PAX8 inh HTS: inhibitors of PAX8-driven TPO luciferase reporter, primary screen, RMG-I cells, single concentration | 360,000 tested, 1.2% active | SteadyGlo, 24 h | AID 652154, 2013 | inhibition, % at 12.6 µM;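 active means mean replicate inhibition at least 60% with every replicate also reaching 60%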;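 further: luciferase light reporting Pax8 driven TPO promoter activity; plate controls were median of neutral control wells for no effect and mitoxantrone controls for full effect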
Cneo AK release: Cryptococcus neoformans cell lysis inducers, primary screen, AK release luminescence, single concentration; C. neoformans lysis, adenylate kinase release luminescence, 4 h; normalised: neutral wells 0, clomiphene wells 100; lysis activity, % at 15 µM; 360,000 tested, 0.2% active;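 active means mean lysis activity across replicates of at least 80%, whatever share of replicates individually reach that level; inactive means mean lysis activity below 80%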
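Material: C. neoformans cells | Amount: Yeast cell density of 5 × 10^6 cells/mL | Medium: Fresh YPD growth medium | Dosing: Single dose | Times: Static 4 h at 37 °C with compound, 1 h detection | Detection: AK luminescence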
PGC1a acetyl inh: inhibitors of PGC1a acetylation signal, primary screen, cell-based, U2OS, AlphaScreen, inhibitor mode | 350,000 tested, 0.17% active | inhibition, % at 15.6 µM | AlphaScreen anti-acetyl-lysine; with virally co-expressed GCN5 acetyltransferase | AID 651687, 2012;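 active means every replicate shows inhibition of at least 40%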;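 further: 0% = neutral control wells and 100% = positive control wells; some results beyond the cut were filed as inactive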
ARNT-TACC3 inh: disruptors of ARNT/TACC3 protein interaction, primary screen, biochemical, AlphaScreen, single concentration | Transforming acidic coiled-coil-containing protein 3 (Homo sapiens), Q9Y6A5 | AlphaScreen His-ARNT PAS-B/GST-TACC3 binding, luminescence; TACC3 fragment carries E629A point mutation | inhibition, % at 9.99 µM | 390,000 tested, 0.66% active | AID 623870, 2012;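 active means mean inhibition of replicates at least 50% and at least half of replicates each reaching 50%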;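 further: 0% = complete ARNT plus TACC3 wells and 100% = ARNT alone without TACC3; many hits fall short of the cut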
PglD DTNB: C. jejuni PglD acetyltransferase inhibitors, primary screen, biochemical, DTNB colorimetric, single point; purified PglD enzyme, DTNB colorimetric CoA detection; 360,000 tested, 0.098% active; UDP-N-acetylbacillosamine N-acetyltransferase PglD (Campylobacter jejuni); inhibition, % at 12.5 µM; AID 602405, 2012; in the data active means inhibition above about 16%, passing the limit was not always enough; further: strong numbers were not always called active
Statin myotox sup: suppressors of statin myotoxicity in C2C12 myotubes, primary screen, cell-based, single point, plate reader; C2C12 myotubes + simvastatin, ATP luminescence, 48 h; scaled: DMSO 0, geranylgeraniol control 100; rescue of ATP level, % at 7.49 µM; 330,000 tested, 0.78% active; AID 602340, 2012;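 active means mean ATP rescue above about 67%, or every replicate alone reaching that limit, limit read from the data, passing the limit was not always enough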;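 further: myotubes were challenged with 10 µM simvastatin during compound exposure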
* = called active by the depositor; . = no result given. These rows are one share of the data (hit frequency here may not be typical).

Order of values – PAX8 inh HTS, Cneo AK release, PGC1a acetyl inh, ARNT-TACC3 inh, PglD DTNB, Statin myotox sup
- Cc1ccc(C(=O)CCC(=O)Nc2cccnc2)cc1C
    ., 13, ., -4, -2, .
- COc1cccc(N(CC(=O)NC(C)c2ccccc2)S(C)(=O)=O)c1 (configuration not stated)
    ., -1, ., -1, -2, .
- O=C(C/C=N/OCc1c(Cl)cccc1Cl)c1ccc(Cl)cc1
    ., 0, ., 8, 6, .
- c1ccc(OCc2nn3c(-c4ccco4)nnc3s2)cc1
    ., -1, ., 6, 2, .
- Fc1ccc(C2=CC(c3ccco3)n3ncnc3N2)cc1 (configuration not stated)
    ., ., 1, 2, -3, .
- O=[N+]([O-])c1cccc(N/N=C/c2cccc3ccccc23)c1
    7, ., ., -2, ., 2
- O=[N+]([O-])c1cc(S(=O)(=O)NCCN2CCOCC2)ccc1Sc1nnnn1-c1ccccc1
    59, ., ., 2, ., -16
- CCOC(=O)c1ccc(-c2ccc(C=O)o2)cc1
    -168, ., ., -1, ., -10
- Clc1cccc(Nc2nc(-c3ccncc3)nc3ccccc23)c1
    -1, ., ., -1, ., -32
- CN(C)c1ccc(P(=O)(OC2CCCCC2)C(O)c2ccccn2)cc1 (configuration not stated)
    18, ., ., -1, ., -4
- COc1cccc(-c2cc(C(=O)N/N=C/c3cccc(OC)c3OC)c3ccccc3n2)c1
    -27, ., ., 15, ., -13
- COCCCN(C(=S)Nc1cc(Cl)cc(Cl)c1)C(C)c1ccncc1 (configuration not stated)
    -2, ., ., -12, ., 4
- O=C(NC(=S)Nc1ccccc1)c1cncc(C#Cc2ccccc2)c1
    -14, ., ., -5, ., -6
- Cc1c(C(=O)O)c(C(=O)O)c2n1CCS2
    7, ., ., 13, ., -7
- COc1ccc(CCN2C(=O)C3CC=C(C)CC3C2=O)cc1OC (configuration not stated)
    ., -4, -5, ., ., -5
- N#Cc1cn(CCCOc2ccccc2)c2ccccc12
    ., -1, -1, ., ., -7
- COc1ccc(NC(=O)C2CCCNC2)cc1OCC(C)C (configuration not stated)
    ., 1, 6, ., -3, .
- Nc1sc2c(c1C(=O)NC1CCS(=O)(=O)C1)CCC2 (configuration not stated)
    ., -4, -5, ., -2, .
- O=C(CN1CCN(c2ccc(F)cc2)CC1)Nc1cc(C(F)(F)F)ccc1Cl
    ., 0, -8, ., 6, .
- O=c1c(-c2ccccc2)n[nH]c2ccccc12
    ., -6, -3, ., 8, .
- O=S(=O)(O)c1nnc2sc3ccccc3n12
    ., 0, -4, ., -2, .
- Cc1ccccc1OCC(O)CN (configuration not stated)
    ., 1, 0, ., 3, .
- CCOc1ccc(-c2nnc(SCc3nnc(-c4ccccc4)o3)n2-c2ccccc2F)cc1
    ., 2, -7, ., -4, .
- Cn1nccc1C(=O)Nc1ccccc1C(=O)O
    ., -2, -7, ., -14, .
- CCCC(=O)Nc1cccn(Cc2ccccc2Br)c1=O
    ., 1, -8, ., -26, .
- Cc1ccccc1OCC(=O)NCC(=O)OCC(=O)c1ccc2ccccc2c1
    ., -2, 2, ., 2, .
- O=C(CNC(=O)c1ccc(Cl)cc1Cl)NCC(=O)Nc1ccccc1N1CCOCC1
    ., -2, 2, ., -13, .
- N#Cc1ccc(-c2ccccc2)nc1SCC(=O)c1cc2ccccc2oc1=O
    ., -3, -12, ., 3, .
- Cc1cc(/C=C2/SC(=S)N(c3cccc(C(F)(F)F)c3)C2=O)c(C)n1-c1cccnc1
    ., 1, 12, ., 0, .
- CCNC(=O)NC(=O)COC(=O)CCCSc1nc2ccccc2[nH]1
    ., -3, 1, ., -10, .
- Cc1nc2cc(N3CCOCC3)c(NC(=O)C3CC3)cc2c(=O)n1Cc1ccccc1
    ., 0, 8, ., -3, .
- NS(=O)(=O)c1ccc(CCNC(=O)CSc2ccccc2)cc1
    ., -1, 16, ., 5, .
- CCOc1ccc(-n2c(N)c(C(=O)NCc3ccco3)c3nc4ccccc4nc32)cc1
    ., -2, 8, ., -1, .
- COC(=O)c1c(C)oc2ccc(N(C(=O)c3ccncc3)S(=O)(=O)c3ccccc3)cc12
    ., -2, 24, ., -4, .
- OC(COc1ccc2cc(Br)ccc2c1)CN1CCOCC1 (configuration not stated)
    ., -1, 12, ., -5, .
- O=S(=O)(NCCSc1nnnn1-c1ccccc1)c1cccs1
    ., -2, -4, ., -10, .
- COCCOC(=O)C1=C(C)N=C2SCCC(=O)N2C1c1ccc(C(=O)OC)cc1 (configuration not stated)
    ., 3, -3, ., -3, .
- O=C(c1ccc2snnc2c1)N1CCCCC1
    ., 3, 1, ., 0, .
- CCOC(=O)c1c(N)sc2c1C1CCN2CC1
    ., 3, 1, ., -4, .
- CCOc1ccc(C(=O)CSc2nnc(C3CC3)n2C)cc1
    ., 0, -2, ., -5, .

Entries from the list above containing a furan ring, fused or not (5):
Order of values – PAX8 inh HTS, Cneo AK release, PGC1a acetyl inh, ARNT-TACC3 inh, PglD DTNB, Statin myotox sup
- c1ccc(OCc2nn3c(-c4ccco4)nnc3s2)cc1
    ., -1, ., 6, 2, .
- Fc1ccc(C2=CC(c3ccco3)n3ncnc3N2)cc1 (configuration not stated)
    ., ., 1, 2, -3, .
- CCOC(=O)c1ccc(-c2ccc(C=O)o2)cc1
    -168, ., ., -1, ., -10
- CCOc1ccc(-n2c(N)c(C(=O)NCc3ccco3)c3nc4ccccc4nc32)cc1
    ., -2, 8, ., -1, .
- COC(=O)c1c(C)oc2ccc(N(C(=O)c3ccncc3)S(=O)(=O)c3ccccc3)cc12
    ., -2, 24, ., -4, .

Next part.
Order of values – PAX8 inh HTS, Cneo AK release, PGC1a acetyl inh, ARNT-TACC3 inh, PglD DTNB, Statin myotox sup
- O=[N+]([O-])c1ccc(N2CCN(S(=O)(=O)c3ccccc3)CC2)cc1NCCN1CCOCC1
    ., 2, 8, ., -15, .
- CC(C)OP(=O)(OC(C)C)C1(O)C(=O)Nc2ccc(Br)cc21 (configuration not stated)
    ., 6, -6, ., -7, .
- Cc1cc(Cl)ccc1NC(=S)NCCC(c1ccccc1)c1ccccc1
    ., 0, -6, ., 12, .
- CCc1ccccc1OCCCCN1CCCC1
    ., -2, -14, ., 0, .
- CCC(=O)Nc1ccc(-c2nnc(-c3ccccc3)o2)cc1
    ., -4, -5, ., -27, .
- O=C(NCc1ccccc1)c1cc(-n2cnnc2)ccc1Cl
    ., 1, -2, ., 0, .
- N#Cc1cccc2cnccc12
    ., -1, 10, ., 0, .
- C=CCn1c(SCC(=O)Nc2ccc(C(=O)OC(C)C)cc2)nnc1-c1cccs1
    ., 1, -9, ., -3, .
- O=c1cc(-c2ccccc2)[nH]n1-c1nc2ccccc2[nH]1
    ., 5, -8, ., -2, .
- CC(C)c1nc(NCc2ccccc2)c(C#N)c2c1CCCC2
    ., -2, 1, ., 0, .

Next part:
molecule	PAX8 inh HTS	Cneo AK release	PGC1a acetyl inh	ARNT-TACC3 inh	PglD DTNB	Statin myotox sup
CS(=O)(=O)N(CC(=O)N1CCCCC1)c1sc2c(c1C#N)CCCC2	.	3	-9	.	0	.
O=C(Cn1ncc2c(=O)oc3ccccc3c21)N1CCCc2ccccc21	.	1	-6	.	1	.
COc1ccc(C(NC(=O)CNC(C)=O)C(=O)Nc2ccc3c(c2)OCCO3)cc1 (configuration not stated)	.	-1	-5	.	6	.
O=C(C1CCCN1C(=O)c1cccs1)N1CCN(Cc2ccc3c(c2)OCO3)CC1 (configuration not stated)	.	2	1	.	-1	.
CCO/C(C)=C1\C(=O)N(CC)c2ccccc21	.	0	5	.	-5	.
O=C(Nc1ccccc1OC(F)F)c1ccc(F)cc1	.	2	-11	.	-7	.
CCCn1c2ccccc2c2nnc(SCC(=O)Nc3nnc(CC(=O)OCC)s3)nc21	.	-5	-12	.	3	.
Cc1ccc2cc3cc(C(=O)N4CCCCCC4)oc3nc2c1	.	-6	-8	.	1	.
COC(=O)c1sc(S(=O)(=O)N2CCCCC2C(=O)O)c(C(=O)OC)c1C (configuration not stated)	.	0	2	.	4	.
O=C1CC(SCc2nc3ccccc3[nH]2)C(=O)N1c1ccc(Cl)cc1 (configuration not stated)	.	0	-2	.	7	.
CCc1nnc(NC(=O)CSc2nc3c(cc2C#N)CCCC3)s1	.	-2	-2	.	0	.
COc1cccc(/C=N\NC(=O)C2C(=O)NCC2c2ccccc2)c1O (configuration not stated)	.	-2	8	.	4	.
NC(=O)c1oc2ccccc2c1NC(=O)c1ccccc1	.	1	-6	.	-1	.
S=c1[nH]nc(CSc2nc3ccccc3s2)n1C1CCCCC1	.	-3	6	.	7	.
CN(C(=O)CSc1nnc(NC2CCCCC2)s1)C1CCS(=O)(=O)C1 (configuration not stated)	.	-2	1	.	-2	.
COc1ccc(Cc2nc(C(=O)Nc3ccccc3)cs2)cc1	.	1	-2	.	-4	.
Oc1c(Br)cc(C2N=C(c3ccccc3)NO2)cc1Br (configuration not stated)	.	2	13	.	2	.
O=C(NNC(=O)[C@@H]1CCCC[C@@H]1C(=O)O)c1cccs1	.	-2	-2	.	1	.
Cc1ccc(C(=O)/C=C/c2c(C)nn(-c3ccccc3)c2Cl)cc1	.	1	-6	.	8	.
CSCCC(NS(=O)(=O)c1ccc(Cl)cc1)C(=O)OCC(=O)NC1CCCCC1 (configuration not stated)	.	0	-6	.	9	.
Cc1sc2nc(CN(Cc3cccs3)C(=O)NC3CCCCC3)[nH]c(=O)c2c1C	.	0	-6	.	11	.
COCC(C)n1c(COc2ccccc2F)nnc1SCc1c(C)noc1C (configuration not stated)	.	0	-2	.	2	.
COc1nc(Nc2ccc(-c3nc4ccccc4o3)cc2)nc(N2CCOCC2)n1	.	-2	0	.	-1	.
S=C(NCCc1ccccc1)NC1CCCCCC1	.	11	-4	.	13	.
COCCCNS(=O)(=O)c1ccc2c(c1)CCN2C(C)=O	.	6	-2	.	0	.
Fc1cccc(Cl)c1Cn1nnc(-c2ccc3c(c2)OCO3)n1	.	-8	-5	.	-2	.
O=c1cc(C(F)(F)F)c2sc(N3CCCCC3)nc2[nH]1	.	1	-6	.	-5	.
Cc1ccc(-n2nc(C(=O)O)c3ccccc3c2=O)cc1C	.	0	-11	.	-12	.
COc1ccc(N(Cc2ccccc2)C(=O)CSc2nnc(Cn3nnc4ccccc43)o2)cc1	.	1	1	.	-2	.
CC(C)N1C(=O)C2ON(c3ccccc3)C(c3cccs3)C2C1=O (configuration not stated)	.	5	-1	.	4	.
CCNS(=O)(=O)c1ccc(S(=O)(=O)N(Cc2ccccn2)C2CCCCC2)cc1	.	-3	-1	.	-2	.
Cc1c(-c2c(C#N)c(N)nc3c2CCCCCC3)cnn1C	.	0	-5	.	6	.
COc1ccc(S(=O)(=O)n2nc(OC(=O)c3cccs3)cc2N)cc1	.	-2	1	.	-2	.
CCCOc1ccc(N2CC(C(=O)Nc3ccccn3)CC2=O)cc1 (configuration not stated)	.	4	-16	.	-1	.
Cc1ccc(CC(=O)Nc2nc3ccccc3s2)cc1	.	3	-11	.	4	.
c1ccc2nc(N3CCCC3)c(N3CCCC3)nc2c1	.	1	21	.	3	.
CCCOc1ccc(/C(O)=C2/C(=O)C(=O)N(c3cc(C)on3)C2c2ccc(C(=O)OC)cc2)cc1 (configuration not stated)	.	-1	-5	.	1	.
CC(C)(C)C(=O)c1cn(CC(=O)NCc2ccc3c(c2)OCO3)c2ccccc12	.	-1	-7	.	-4	.

Bioassay records: PubChem BioAssay, Broad Institute
